# TbHK1 inh: T. brucei hexokinase 1 inhibition. recombinant TbHK1, G6PDH-coupled NADH A340. inhibition, % at 10 µM. 220,000 tested, 0.11% active;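 active = inhibition of 50% or more in the single-dose primary screen; inactive = inhibition below 50%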
# p97 ATPase inh: inhibitors of human p97 ATPase; P55072; recombinant p97 ATPase, Kinase-Glo ATP luminescence, 3 h; inhibition, % at 8 µM; 220,000 tested, 0.42% active; AID 1481; in the data active = inhibition above about 15%;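 note: 0% = DMSO vehicle and 100% = wells lacking enzyme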
# Target sequence (P55072 whole entry, looked up): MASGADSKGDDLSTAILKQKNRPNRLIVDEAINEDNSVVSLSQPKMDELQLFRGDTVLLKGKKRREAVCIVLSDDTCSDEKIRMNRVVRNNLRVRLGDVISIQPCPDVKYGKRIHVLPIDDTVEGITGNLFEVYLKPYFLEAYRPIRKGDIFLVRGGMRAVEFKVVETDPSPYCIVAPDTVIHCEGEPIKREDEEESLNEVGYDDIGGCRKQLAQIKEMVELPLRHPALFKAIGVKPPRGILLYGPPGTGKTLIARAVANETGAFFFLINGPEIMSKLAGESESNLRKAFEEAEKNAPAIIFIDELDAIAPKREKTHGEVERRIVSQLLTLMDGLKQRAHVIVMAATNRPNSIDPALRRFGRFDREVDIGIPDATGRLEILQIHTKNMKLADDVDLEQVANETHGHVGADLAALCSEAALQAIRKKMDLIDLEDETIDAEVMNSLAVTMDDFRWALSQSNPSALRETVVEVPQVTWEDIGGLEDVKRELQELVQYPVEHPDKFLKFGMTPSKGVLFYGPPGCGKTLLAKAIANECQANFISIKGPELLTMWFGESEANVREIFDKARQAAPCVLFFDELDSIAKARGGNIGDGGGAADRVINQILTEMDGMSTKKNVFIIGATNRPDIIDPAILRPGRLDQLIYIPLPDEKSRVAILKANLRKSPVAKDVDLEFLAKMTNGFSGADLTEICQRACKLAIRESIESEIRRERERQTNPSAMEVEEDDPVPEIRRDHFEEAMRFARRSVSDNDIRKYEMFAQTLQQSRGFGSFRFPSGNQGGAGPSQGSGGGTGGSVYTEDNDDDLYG
# Furin inhibitor: blocks human furin protease activity | P09958 | purified furin, fluorogenic substrate cleavage | 220,000 tested, 0.061% active | inhibition, % at 30 µM | AID 463115; in the data active = inhibition above about 25%; note: inactives centre near -15
# m-calpain inh: calpain II (pig) inhibition. purified calpain II, fluorogenic peptide substrate, 30 min. 220,000 tested, 0.37% active. inhibition, % at 16 µM;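 active = inhibition above about 50%, limit read from the data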
# Runt-CBFb FRET: Runt domain-CBFb interaction inhibition; Cerulean-Runt/Venus-CBFb FRET ratio 530/480, 1 h; inhibition, % at 20 µM; 220,000 tested, 0.46% active;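 active = inhibition over about 50% at 20 µM in the single-dose screen, limit read from the data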;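 note: 0% = DMSO wells and 100% = excess unlabeled CBFb competitor control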
#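 Schedule: protein complex preformed 1 h, compound exposure 1 h, room temperature, dark; test system: Cerulean-labeled Runt domain protein; amount: 100 nM per protein; buffer or medium: Tris 50 mM pH 7.5, KCl, K2SO4, 0.01% BSA; read-out: loss of energy transfer signal; detection: FRET fluorescence; controls: 5 µM unlabeled CBFb as full-inhibition high control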
# EBV gp42 block: blocks Epstein-Barr virus glycoprotein 42 binding; inhibition, % (tested at 21.74 µM); Q1HVG2; Fluorescence polarization binding assay, mP read-out; 220,000 tested, 0.42% active; in the data active = inhibition above about 50%
# Runt-SMMHC FRET: inhibitors of human RUNX1 Runt domain binding to CBFb-SMMHC; Q01196+Q13951; Cerulean-Runt/Venus-CBFb-SMMHC FRET ratio 530/480, 1 h; inhibition, % at 20 µM; 220,000 tested, 0.74% active;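 active = mean inhibition across duplicate retests at 20 µM reaching about 50%, limit read from the data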;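 note: 0% = DMSO wells and 100% = wells with excess untagged CBFb-SMMHC; inhibitors lower the FRET ratio by blocking Runt binding to CBFb-SMMHC; some results filed as inactive read as strong as hits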
# RBBP9 inhibitor: inhibitors of human serine hydrolase RBBP9. O75884. recombinant RBBP9, FP-Rh probe fluorescence polarization. inhibition, % at 7.94 µM. 220,000 tested, 0.2% active. AID 1515;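 active = inhibition above the campaign mean of all tested compounds plus 3 SD, cut at about 14% in these data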;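 note: plate controls were DMSO wells with RBBP9 for no effect and wells lacking RBBP9 protein for full effect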
# Target sequence (O75884 whole entry, looked up): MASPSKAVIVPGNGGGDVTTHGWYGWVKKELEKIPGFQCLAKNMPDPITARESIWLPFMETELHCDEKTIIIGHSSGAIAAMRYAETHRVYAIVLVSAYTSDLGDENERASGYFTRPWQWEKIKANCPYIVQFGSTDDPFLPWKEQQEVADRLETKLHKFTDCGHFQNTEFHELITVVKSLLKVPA
#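 Measured by – fluorescence polarization · Test system – RBBP9 protein · Input – 2.5 µM RBBP9 dispensing solution, before mixing · Measure – percent inhibition from mP, scaled between DMSO and no-protein wells · Benchmarks – DMSO-treated enzyme wells and wells lacking RBBP9 · Times – preincubation 30 min plus labeling 45 min at 25 °C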
# NCF1 inh: inhibitors of human p47phox binding. p47phox/p22phox peptide binding, fluorescence polarization, 2 h. 220,000 tested, 0.53% active. inhibition, % at 24.7 µM;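 active = inhibition above about 30%, limit read from the data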;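 note: 0% = p47phox with labelled peptide and 100% = labelled peptide alone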
# Starred values were filed as active, the others as inactive; nt = no result given; & = joins results of further samples; [ ] = another dose, or the depositor's remark.
# Field names: A = TbHK1 inh; B = p97 ATPase inh; C = Furin inhibitor; D = m-calpain inh; E = Runt-CBFb FRET; F = EBV gp42 block; G = Runt-SMMHC FRET; H = RBBP9 inhibitor; I = NCF1 inh
COc1cc(S(=O)(=O)Nc2ccc3cn[nH]c3c2)ccc1Cl
  A = 0; B = 3; C = -18; D = -12; E = 0; F = -9; G = 1; H = -8; I = -16

Clc1ccc(/C=N/N2CCN(Cc3ccccc3Cl)CC2)cc1
  A = 2; B = -2; C = -22; D = 16; E = -2; F = -2; G = -3; H = -11; I = 2

CC(C)(C)Nc1nc(NCc2cccnc2)nc(N2CCOCC2)n1
  A = 3; B = 3; C = -21[20 µM]; D = 5; E = -1; F = -14; G = 0; H = -8; I = -7

CCCCNCC(=O)Nc1ccc(NC(=O)CNCCCC)cc1
  A = 8; B = 2; C = -18[20 µM]; D = 24; E = nt; F = -11; G = 1; H = 7; I = 12

Cc1ccc(N2CC(O)(c3cccs3)[N+]3=C2CCCC3)cc1 (stereo not given)
  A = -2; B = 3; C = -18; D = 22; E = 0; F = -15; G = -1; H = -3; I = -1

CC(C)NC(=O)CSc1nnc(-c2ccc3ncccc3c2)n1C
  A = -1; B = 3; C = -21; D = -20; E = 2; F = -7; G = 2; H = -10; I = -13

CCOc1ccc(-c2c(=O)n(OCc3ccccc3Br)c3ccccc3[n+]2[O-])c(OCC)c1
  A = -6; B = -2; C = -27; D = -17; E = 0; F = 3; G = -2; H = -8; I = -9

Cc1cccc(N(CC(N)=O)S(C)(=O)=O)c1C
  A = -7; B = -2; C = -13[20 µM]; D = 4; E = 0; F = -10; G = -1; H = -10; I = -7

Cc1ccc(Sc2ccc(NC(=O)CCl)cc2)c(C)c1
  A = -3; B = 4; C = -13; D = -3; E = -50; F = -19; G = 5; H = -2; I = -2

O=C(CSc1nnc(-c2ccncc2)o1)Nc1ccccc1Cl
  A = -7; B = 1; C = -29[20 µM]; D = 2; E = 0; F = 4; G = -1; H = -5; I = 0

O=C(CSc1ccc(Cl)cc1)NCC1CCCO1 (stereo not given)
  A = -10; B = -3; C = -15[20 µM]; D = -12; E = 1; F = -1; G = -1; H = -6; I = 0

O=C(CSC(=S)N1CCOCC1)Nc1ncc2c(n1)CCCC2=O
  A = -13; B = 2; C = -25; D = -25; E = -1; F = -6; G = 0; H = 2; I = -2

CC(=O)Nc1ccc(S(=O)(=O)Oc2cccc(N3C(=O)C4CC=CCC4C3=O)c2)cc1 (stereo not given)
  A = -2; B = 3; C = -12[20 µM]; D = 19; E = 3; F = 4; G = -4; H = -2; I = 1

COc1ccc(CNc2cc(C)ccc2C)c(OC)c1OC
  A = 6; B = -1; C = -16[20 µM]; D = 23; E = -4; F = 6; G = 2; H = 3; I = 3

COc1cccc(OCc2nnc(SCC(=O)NCc3ccco3)n2C)c1
  A = -1; B = 0; C = -18[20 µM]; D = -3; E = nt; F = 1; G = -3; H = -7; I = -9

O=C(NCC(=O)N(c1ccc(F)cc1)C(C(=O)NCC1CCCO1)c1ccccc1)c1ccco1 (stereo not given)
  A = -8; B = 2; C = -23; D = 13; E = -1; F = -25; G = 1; H = -4; I = -3

Cc1nc(C)c(C(=O)N/N=C/c2ccco2)s1
  A = -30; B = 4; C = -15; D = -18; E = -1; F = -4; G = -5; H = 12; I = -5

CS(=O)(=O)N1N=C(c2ccccc2)CC1c1ccc2nccnc2c1 (stereo not given)
  A = 15; B = 2; C = -13; D = 9; E = -1; F = -26; G = 4; H = -4; I = -10

CCn1c(=O)c(C(=O)NCc2ccccn2)c(O)c2ccccc21
  A = -15; B = -1; C = -17; D = 16; E = -2; F = -4; G = 1; H = -5; I = -2

CC(=O)c1cccc(NC(=O)NCCc2c[nH]c3ccccc23)c1
  A = -1; B = 8; C = -11; D = 5; E = 0; F = -19; G = -6; H = -6; I = -10

Oc1ccc(N2CCN(C(c3cccnc3)c3nnnn3Cc3ccccc3)CC2)cc1 (stereo not given)
  A = -8; B = 6; C = -19[20 µM]; D = -84; E = 26; F = 4; G = 40; H = -3; I = -7

COc1ccc(Br)cc1C1N2CC3(C)CN1CC(C)(C2)C3=O (stereo not given)
  A = 3; B = 5; C = -12; D = 2; E = -1; F = -21; G = -2; H = 0; I = 2

Cc1cccc(NC2=Nc3ccccc3N3C2=Nc2c(c(C)nn2-c2ccccc2)C3c2ccc(O)c(O)c2)c1 (stereo not given)
  A = -22; B = 9; C = -6[20 µM]; D = -73; E = nt; F = 32; G = -232; H = -14; I = -14

Cc1ccccc1C(=O)N1CCN(c2ccc([N+](=O)[O-])c(NCc3ccco3)c2)CC1
  A = -2; B = 3; C = -5[20 µM]; D = -36; E = 0; F = -24; G = -5; H = -5; I = -10

O=C(NCc1cccs1)C1CCN(c2nc3ccccc3o2)CC1
  A = -3; B = -1; C = -17; D = 17; E = -2; F = 3; G = 6; H = 8; I = 6

Cc1cc(C(=O)OCC(=O)c2c(N)n(C)c(=O)n(C)c2=O)c(C)n1-c1ccccc1
  A = 9; B = 3; C = -2; D = -32; E = 1; F = -13; G = 0; H = -5; I = -31

Fc1ccc2nc(N3CCCCC3)sc2c1
  A = -3; B = 0; C = 5[20 µM]; D = 3; E = -2; F = -24; G = 0; H = -6; I = -3

CCCCCCCCS(=O)C1CS(=O)(=O)CC1O (stereo not given)
  A = -10; B = 1; C = -16; D = -318; E = -1; F = -7; G = -1; H = -7; I = -7

CNNC(=S)Nc1ccc(Cl)cc1
  A = -12; B = 3; C = -17; D = -15; E = 1; F = -11; G = 0; H = -1; I = -15

COc1ccc(CN2C(=O)CCC(C(=O)O)C2c2ccccc2)cc1 (stereo not given)
  A = -2; B = 2; C = -11; D = -12; E = 0; F = -14; G = -2; H = -5; I = -4

Nc1nc(NCC2CCCO2)nc(Nc2ccccc2)c1[N+](=O)[O-] (stereo not given)
  A = -25; B = 1; C = 7; D = 12; E = -1; F = -13; G = 1; H = 4; I = -15

CC(CSc1nnnn1-c1ccccc1)Cn1c(N2CCN(C)CC2)nc2c1c(=O)[nH]c(=O)n2C (stereo not given)
  A = 1; B = 5; C = -9; D = -8; E = -2; F = -16; G = -1; H = -7; I = 2

COc1ccc(CN(CCC(c2ccc(F)cc2)C2CCOC(C)(C)C2)C(=O)c2ccco2)cc1 (stereo not given)
  A = -3; B = 3; C = -6; D = 29; E = -13; F = -3; G = -13; H = -3; I = 7

CC(=O)c1ccc(NC(=O)C2CC(c3ccc(F)cc3)=NO2)cc1 (stereo not given)
  A = 52*; B = 3; C = -3; D = 20; E = 1; F = 5; G = 0; H = -1; I = 6

O=C(O)CCC(=O)NNc1ncnc2ccccc12
  A = -16; B = 3; C = -4; D = -9; E = 3; F = -5; G = -7; H = -4; I = -5

Cc1cc(NC(=O)COC(=O)CNS(=O)(=O)c2ccc(C)c(C)c2)no1
  A = 8; B = 4; C = -36; D = -24; E = 1; F = -25; G = -3; H = -2; I = -1

O=C(O)c1ccc(-n2nc(C(F)(F)F)c3c2CCCC3)cc1
  A = 10&-1; B = -7&2; C = -14; D = 28&-18; E = -1&2; F = 6&-4; G = -2&0; H = -3&1; I = 4&-3

Cc1c([N+](=O)[O-])c([N+](=O)[O-])nn1CC(=O)NCCc1ccccc1
  A = 5; B = -4; C = -11; D = 20; E = 0; F = 4; G = -4; H = -10; I = -3

CN1CCN(C(=O)c2cc3c(n(-c4ccccc4)c2=O)CC(C)(C)CC3=O)CC1
  A = 1; B = -4; C = -8; D = 0; E = 0; F = 5; G = -5; H = -8; I = 0

CCOC(=O)Cn1c(-c2nonc2NC(=O)c2ccccc2F)nc2ccccc21
  A = -12; B = 2; C = -11[20 µM]; D = -343; E = 4; F = -43; G = 0; H = -12; I = -65

Nc1nnnn1CC(=O)OCc1cccc(Br)c1
  A = -1; B = 1; C = -8; D = -11; E = 1; F = -11; G = -1; H = 3; I = -8

O=C(NCCc1ccccc1)c1cnc2sccn2c1=O
  A = -35; B = 0; C = -17; D = -24; E = -1; F = -12; G = 29; H = -8; I = -9

Cc1ccc(C)n1-c1ncc(Br)cn1
  A = 0; B = 4; C = -28; D = -4; E = 2; F = 5; G = 2; H = 5; I = 7

CCC(=O)Nc1cccc(C(=O)OC)c1
  A = 24; B = 3; C = -35; D = -11; E = 1; F = -7; G = 3; H = -3; I = -13

CN1CCN(CCC(=O)Nc2ccc(F)c(F)c2)CC1
  A = 3; B = 5; C = -29[20 µM]; D = 13; E = 0; F = 3; G = -1; H = 2; I = -24

O=C(O)CCC(=O)N1N=C(c2ccco2)CC1c1cccs1 (stereo not given)
  A = -2; B = 1; C = -24; D = -11; E = 11; F = -19; G = 5; H = -2; I = -2

COC(=O)C1C(C(=O)OC)C1(c1ccccc1)c1ccccc1 (stereo not given)
  A = -10; B = 2; C = -12; D = -16; E = 5; F = -12; G = 0; H = -12; I = -10

CCC(C)n1c(-c2cccc(S(=O)(=O)N(CC)CC)c2)n[nH]c1=S (stereo not given)
  A = -6; B = 5; C = -38; D = 2; E = 3; F = -14; G = 9; H = -4; I = nt

c1ccc2c(CNn3cnnc3)cccc2c1
  A = 2; B = -4; C = -19[20 µM]; D = 7; E = -1; F = -6; G = 0; H = -4; I = -4

c1ccc(Nc2nc(-c3cccnc3)cs2)nc1
  A = -6; B = -2; C = -17; D = -7; E = 0; F = -24; G = -7; H = -2; I = -7

# Random excerpt: 4 compounds from above, in no set order.
# Field names: A = TbHK1 inh; B = p97 ATPase inh; C = Furin inhibitor; D = m-calpain inh; E = Runt-CBFb FRET; F = EBV gp42 block; G = Runt-SMMHC FRET; H = RBBP9 inhibitor; I = NCF1 inh
Fc1ccc2nc(N3CCCCC3)sc2c1
  A = -3; B = 0; C = 5[20 µM]; D = 3; E = -2; F = -24; G = 0; H = -6; I = -3

CCCCCCCCS(=O)C1CS(=O)(=O)CC1O (stereo not given)
  A = -10; B = 1; C = -16; D = -318; E = -1; F = -7; G = -1; H = -7; I = -7

CC(=O)Nc1ccc(S(=O)(=O)Oc2cccc(N3C(=O)C4CC=CCC4C3=O)c2)cc1 (stereo not given)
  A = -2; B = 3; C = -12[20 µM]; D = 19; E = 3; F = 4; G = -4; H = -2; I = 1

COc1cc(S(=O)(=O)Nc2ccc3cn[nH]c3c2)ccc1Cl
  A = 0; B = 3; C = -18; D = -12; E = 0; F = -9; G = 1; H = -8; I = -16

# Next part:
# Field names: A = TbHK1 inh; B = p97 ATPase inh; C = Furin inhibitor; D = m-calpain inh; E = Runt-CBFb FRET; F = EBV gp42 block; G = Runt-SMMHC FRET; H = RBBP9 inhibitor; I = NCF1 inh
CN1C(=S)SC2CS(=O)(=O)CC21C (stereo not given)
  A = -6; B = 4; C = -24; D = -15; E = -1; F = -30; G = -1; H = 3; I = -28

Cc1nc2ccccc2c2c(N)c3ccccc3n12
  A = -9; B = -1; C = -22; D = -17; E = -41; F = 12; G = -13; H = -5; I = -11

Cc1ccc2c(c1)N(CCC(=O)NCc1cccnc1)C(=O)CO2
  A = 3; B = 1; C = -14; D = 7; E = -1; F = -21; G = 3; H = -6; I = -14

CN(C)c1oc(-c2ccccc2Cl)nc1S(=O)(=O)c1ccccc1
  A = -7; B = -1; C = -27; D = 36; E = -4; F = 4; G = -2; H = -2; I = 7

Cc1ccc(F)c([C@H]2[C@@H]3C=CCC[C@@]3(C)C(=O)N2Cc2ccccc2)c1
  A = 2; B = nt; C = -14; D = 32; E = -1; F = 6; G = -3; H = nt; I = -18

CC(C)C(OC(=O)c1cc2sccc2n1C)C(=O)NCC1CCCO1 (stereo not given)
  A = -1; B = 1; C = -20; D = 16; E = 2; F = -4; G = 2; H = -9; I = -2

COC(=O)c1cc(Cl)c(N)cc1OC
  A = 2; B = 2; C = -15; D = 6; E = -3; F = -13; G = -3; H = 0; I = -11

Cc1ccnc(NC(=O)CSc2nnc3c(n2)[nH]c2ccccc23)c1
  A = -6; B = 5; C = -24; D = -35; E = -1; F = -7; G = -2; H = -9; I = -2
